Compound activity: PubChem, The Scripps Research Institute Molecular Screening Center
ASAP1 GAP inh – inhibitors of human ASAP1 ArfGAP activity. ASAP1-stimulated ARF1 GTP hydrolysis, GDP FP detection. inhibition, % at 16.5 µM. 360,000 compounds, 0.19% hits; in the data active = inhibition above about 25%;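 note: 0% = vehicle with enzyme and substrate and 100% = no enzyme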
MBD2 inh – MBD2-methylated oligo binding inhibition | TR-FRET, MBD2 binding to methylated oligonucleotide | Q9UBB5 | 370,000 compounds, 0.31% hits | inhibition, % at 4.4 µM; in the data active = inhibition above about 13%
Target sequence (Q9UBB5 whole entry, looked up): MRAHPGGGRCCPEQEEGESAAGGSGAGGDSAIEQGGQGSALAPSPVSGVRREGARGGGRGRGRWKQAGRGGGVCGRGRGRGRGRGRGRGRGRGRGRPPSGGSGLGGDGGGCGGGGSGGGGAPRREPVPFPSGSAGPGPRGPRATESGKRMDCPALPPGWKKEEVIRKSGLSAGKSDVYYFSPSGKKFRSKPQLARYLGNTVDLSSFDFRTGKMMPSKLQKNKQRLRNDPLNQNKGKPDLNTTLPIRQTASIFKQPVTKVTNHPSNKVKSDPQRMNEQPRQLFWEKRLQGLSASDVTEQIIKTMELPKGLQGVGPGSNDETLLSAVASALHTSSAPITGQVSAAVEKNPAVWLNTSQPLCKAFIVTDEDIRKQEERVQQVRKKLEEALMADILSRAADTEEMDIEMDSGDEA
UHRF1 MBD2 ctr – UHRF1 methyl-DNA binding inhibition; inhibition, % at 4.4 µM; 370,000 compounds, 0.75% hits; UHRF1 binding to methylated oligo, TR-FRET; in the data active = inhibition above about 21%;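 note: UHRF1 SRA domain binding a hemimethylated CpG hairpin DNA probe; 0% = median of test compound wells and 100% = reference inhibitor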
Tn7 DDE FP – DD(E)-Tn7 binding inhibition, primary FP screen. P02675. FP displacement of FITC-Tn7 peptide from fibrin DD(E); 0% = median of compound wells per plate. inhibition, % at 8.3 µM. 370,000 compounds, 0.13% hits;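 active = inhibition above the mean of compounds falling within the control limits plus 3 SD of them, cut at about 14% in these data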;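 note: 0% = plate median of compound wells and 100% = 10 µM Aha-Tn7 peptide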
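System: human fibrin DD(E); quantity: Fibrin-DD(E) at 2 µM final; also added: fluorescent Tn7 probe at 0.1 µM; compound dosing: single nominal test concentration of 8.3 µM per compound; schedule: 10 min preincubation, 3 h with tracer, room temperature; detection: fluorescence polarization of the labelled Tn7 tracer; repeats: one replicate per compound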
PLC-beta3 inh – PLC-beta3 (human) inhibition, primary screen; Purified PLC-beta3, fluorogenic substrate, fluorescence; inhibition, % at 12.2 µM; 370,000 compounds, 0.18% hits; AID 720704; in the data active = inhibition above about 11%;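 note: 0% = median of compound wells on plate and 100% = full blocker control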
ADAM17 inh – inhibitors of human ADAM17. P78536. recombinant ADAM17, EDANS/DABCYL FRET peptide cleavage. inhibition, % at 6.95 µM. 370,000 compounds, 0.83% hits. AID 720648;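 active = inhibition above the mean of compounds lying between control limits plus 3 SD, set per campaign, cut at about 8.5% in these data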;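 note: 0% = DMSO-only wells as the low control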
ARFGAP1 inh – inhibitors of rat ARFGAP1; Arfgap1-stimulated ARF1 GTP hydrolysis, GDP FP detection; inhibition, % at 16.5 µM; 360,000 compounds, 0.26% hits; Q62848;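 active = inhibition above a per-plate limit, mean inhibition of low control wells plus 3 SD, cut at about 25% in these data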;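 note: 0% = DMSO wells with enzyme and 100% = wells lacking Arfgap1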
Target sequence (Q62848 1-136 limits assumed): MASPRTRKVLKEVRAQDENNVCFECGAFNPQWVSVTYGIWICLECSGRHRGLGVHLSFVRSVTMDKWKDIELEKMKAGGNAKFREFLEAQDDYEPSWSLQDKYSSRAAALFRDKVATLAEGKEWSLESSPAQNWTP
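Material: rat Arfgap1 GAP domain (His6, aa 1-136), purified enzyme. Also added: human ARF1(Δ1-17)-GTP substrate. Compound dosing: 16.5 µM single point, 1.26% DMSO. Timing: enzyme reaction 120 min at 25 °C after 20 min preincubation. Signal: GDP detection by fluorescence polarization. Read-out basis: percent inhibition of GAP-stimulated GDP formation, scaled between DMSO and no-Arfgap1 medians.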
proKLK7 act – activates the human kallikrein-7 zymogen. 370,000 compounds, 0.9% hits. AID 652039. activation, % at 7 µM. P49862. purified proKLK7, EDANS-DABCYL substrate fluorescence; 100% is mature enzyme control, 0% vehicle;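 active = activation above the mean of all tested compounds plus 3 SD, computed per campaign excluding outliers beyond control limits, cut at about 13% in these data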
Target sequence (P49862 whole entry, looked up): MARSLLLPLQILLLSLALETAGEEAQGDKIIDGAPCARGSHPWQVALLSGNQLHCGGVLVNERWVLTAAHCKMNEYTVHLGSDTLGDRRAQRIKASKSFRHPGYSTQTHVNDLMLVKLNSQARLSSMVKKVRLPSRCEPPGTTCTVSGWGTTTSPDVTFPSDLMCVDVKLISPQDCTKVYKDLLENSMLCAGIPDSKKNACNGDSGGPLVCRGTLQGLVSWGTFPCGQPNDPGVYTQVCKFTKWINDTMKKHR
DDE Tn6 FP inh – inhibitors of Tn6 peptide binding to human fibrin DD(E) | AID 720509 | inhibition, % at 8.3 µM | 370,000 compounds, 0.21% hits | Fibrin DD(E) TRITC-Tn6 fluorescence polarization displacement;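 active = inhibition above a per-campaign cutoff: mean of compounds within control limits plus 3 SD, cut at about 15% in these data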;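 note: 0% = median of all compound wells on the plate and 100% = blocking peptide control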
PLC-gamma1 inh – PLC-gamma1 (human) inhibition, primary screen; inhibition, % at 12.2 µM; AID 720700; 370,000 compounds, 0.84% hits; purified PLC-gamma1, fluorogenic substrate, fluorescence; P19174; in the data active = inhibition above about 9.5%
Numbers without * were called inactive; i = inactive; . = no result given. No enrichment for hits, and some 4.1% of all compounds hit somewhere here.

Every second line gives: ASAP1 GAP inh, MBD2 inh, UHRF1 MBD2 ctr, Tn7 DDE FP, PLC-beta3 inh, ADAM17 inh, ARFGAP1 inh, proKLK7 act, DDE Tn6 FP inh, PLC-gamma1 inh
- CCCCNC(=O)CSc1nc2ccc(N3CCOCC3)cc2c(=O)n1Cc1ccc(OC)cc1
→ 2.5, -1.8, -3.5, -2.1, i, -27.3, 0.9, -4.0, -1.9, -353.9
- O=C(CSC(=S)N1CCN(c2ccccc2)CC1)Nc1nc(-c2ccccc2)c(-c2ccccc2)o1
→ 1.9, -1.9, 10.2, 3.9, 1.6, -0.5, 11.1, 0.2, -3.7, -1.9
- CCOC(=O)N1CCN(S(=O)(=O)c2ccc(C)cc2)C1c1ccccc1 (configuration not stated)
→ 0.4, 3.2, -2.2, 4.2, 3.2, 1.4, -1.6, -0.3, -3.4, 1.6
- Cc1ccc(NP(=O)(Nc2ccc(C)cc2)Nc2ccc(C)cc2)cc1
→ 0.2, 2.4, 3.0, 7.4, -6.4, -2.7, -3.2, -0.7, 2.6, -0.3
- O=C(NCCN1CCCCC1)Nc1ccccc1Cl
→ 2.5, -8.7, 1.9, 12.9, -4.1, -1.6, -7.5, 0.2, 3.7, 0.9
- CN(C)CCOc1ccc(C(C)(C)c2ccccc2)cc1
→ 0.5, 1.7, 4.8, 0.3, 0.1, -5.6, 7.7, -0.5, -2.9, 2.6
- Cc1cc(C)c2cc(CNC3CCCC3)c(Cl)nc2c1
→ 7.5, 2.7, 0.7, 4.8, -9.2, -8.7, 4.3, 0.7, 2.8, -4.8
- O=S(=O)(NCC(c1ccco1)N1CCc2ccccc2C1)c1ccc(Br)cc1 (configuration not stated)
→ -6.0, 0.2, -0.6, 1.2, -3.7, 4.5, 19.7, 0.4, -0.8, -3.2
- COCCNC(=O)CN(C(=O)Cn1nnc2ccccc21)c1cccc(C)c1C
→ 12.2, -6.7, 0.1, -1.6, 3.1, 1.6, 3.4, 0.2, -2.0, 2.6
- CCOc1ccc(-n2c(SCC(=O)Nc3cc(C)c(NC(=O)c4ccccc4)cc3OC)nnc2-c2cccs2)cc1
→ ., -6.7, -0.3, -4.2, -7.5, 10.6*, ., 13.4*, -7.2, -10.9
- CCn1c(=O)c(C(C)=O)c(O)c2ccccc21
→ -9.0, -0.7, 1.0, -6.4, -24.2, -2.8, 6.6, 1.1, -7.0, -13.2
- COc1ccc(CCNC(=O)CCCOc2ccc(C)cc2)cc1OC
→ 3.3, 5.0, 7.3, -0.7, -6.1, -0.8, -9.1, -0.2, -2.8, 4.0
- Cc1csc(NC(=O)CSCc2c(C)noc2C)n1
→ 7.7, 2.6, 2.4, -1.3, -1.6, -3.5, 0.0, 0.2, 3.4, 6.7
- CC(=O)Nc1ccc(S(=O)(=O)NCC(=O)N2CCN(S(=O)(=O)c3cccs3)CC2)cc1
→ 8.6, 1.8, -0.4, -2.6, -3.8, -1.4, 6.7, 0.1, 0.9, -0.9
- C=CCN1C(=O)[C@H](CC(=O)NCC23CC4CC(CC(C4)C2)C3)[C@@]2(C(=O)OCC)CCCC=C12
→ ., 0.6, 0.8, -3.4, -0.4, -3.0, ., -0.2, -10.8, 2.1
- Cc1nc2cc(NC(=O)N3CC4(C)CC3CC(C)(C)C4)ccc2n1C (configuration not stated)
→ -1.9, 0.4, 1.7, 0.3, 0.9, -1.7, 13.9, -0.1, 0.7, 2.4
- CC(C)c1ccccc1OCC(=O)NC1CCCc2ccccc21 (configuration not stated)
→ 3.4, 3.5, -3.2, -5.7, -0.7, -1.0, 4.6, 0.3, -1.6, -2.2
- CCOc1ccccc1NC(=S)NC(=O)c1ccco1
→ -5.8, -0.2, -2.7, 4.2, -3.6, -2.8, 0.2, 0.7, 9.7, 3.2
- C1CCCCCC(=NNc2nn[nH]n2)CCCCC1
→ 1.2, 9.6, 5.3, -7.8, -5.8, -3.6, 2.9, -0.1, -4.1, 3.0
- CSCCC(=O)N1CCN(CC(=O)N2CCCC2)CC1
→ -1.8, 0.9, -0.3, 8.7, -5.4, -1.7, 1.6, -0.2, 0.9, -3.9
- O=C(Nc1cccc(N2C(=O)C3CCCCC3C2=O)c1)c1ccccc1 (configuration not stated)
→ 9.1, 1.5, 5.5, -1.4, -12.7, -2.3, 8.7, -0.3, 4.2, 1.1
- CCn1c(/C=C/c2c(C)n(CC)c3ccccc23)nc2ccccc2c1=O
→ 6.2, 1.7, 7.3, 0.4, 0.7, -2.7, 7.5, -0.4, -1.0, -1.2
- CC(=O)N1CCN(S(=O)(=O)c2cccc(C(=O)NCc3ccc(F)cc3)c2)CC1
→ 9.2, 4.2, -2.6, 0.2, 3.5, -1.2, -3.8, 0.1, 1.5, -2.8
- O=S(=O)(c1ccc(Cl)cc1)N1CCN(c2ncccn2)CC1
→ -7.2, 6.1, 0.1, -2.8, 0.6, 0.1, 13.9, -0.2, 8.2, 1.0
- CCOc1ccc(CCNC(=O)COC(=O)C2CCN(S(=O)(=O)c3ccccc3)CC2)cc1OCC
→ -0.8, -4.8, 0.2, 6.8, 0.7, 5.6, 5.7, 0.4, -0.7, 0.9
- O=C(Nc1cc(S(=O)(=O)N2CCOCC2)ccc1N1CCCCC1)c1cc(-c2ccccn2)nc2ccccc12
→ 18.2, 2.6, 6.6, -0.1, -8.1, -4.9, -7.1, 0.2, -0.5, -4.8
- CCCS(=O)(=O)N1CCCC(C(=O)Nc2ccc3c(c2)CCC3)C1 (configuration not stated)
→ -2.0, 2.2, 2.0, -1.5, -5.0, -3.0, -2.0, -0.5, -4.8, -1.8
- C=CCN(Cc1nc(-c2ccccc2)no1)C(=O)c1ccc2c(c1)OCO2
→ -12.6, 0.8, -0.2, -2.6, -3.8, 1.4, 13.9, 0.0, -7.8, -0.1
- COc1ccccc1-c1noc2c1C(=O)NCC2
→ 10.3, 3.5, -1.7, 2.0, -19.4, -2.8, 2.5, 0.1, 3.1, -4.1
- O=C(Cc1c(F)cccc1Cl)Nc1ccccc1C(=O)N1CCCCC1
→ -0.2, -2.6, 1.2, 4.0, -2.0, -0.4, 10.8, 0.4, 4.1, 4.5

Part of the list above in a different format:
Molecule | ASAP1 GAP inh | MBD2 inh | UHRF1 MBD2 ctr | Tn7 DDE FP | PLC-beta3 inh | ADAM17 inh | ARFGAP1 inh | proKLK7 act | DDE Tn6 FP inh | PLC-gamma1 inh
Cc1ccc(NP(=O)(Nc2ccc(C)cc2)Nc2ccc(C)cc2)cc1 | 0.2 | 2.4 | 3.0 | 7.4 | -6.4 | -2.7 | -3.2 | -0.7 | 2.6 | -0.3
Cc1cc(C)c2cc(CNC3CCCC3)c(Cl)nc2c1 | 7.5 | 2.7 | 0.7 | 4.8 | -9.2 | -8.7 | 4.3 | 0.7 | 2.8 | -4.8
CCOc1ccccc1NC(=S)NC(=O)c1ccco1 | -5.8 | -0.2 | -2.7 | 4.2 | -3.6 | -2.8 | 0.2 | 0.7 | 9.7 | 3.2

(next part)
Every second line gives: ASAP1 GAP inh, MBD2 inh, UHRF1 MBD2 ctr, Tn7 DDE FP, PLC-beta3 inh, ADAM17 inh, ARFGAP1 inh, proKLK7 act, DDE Tn6 FP inh, PLC-gamma1 inh
- O=C(NCc1ccco1)c1ccc(-c2ccc3nccn3c2)cc1
→ 7.3, -5.4, -2.9, 1.5, -55.5, -17.0, 0.8, 0.4, 7.7, -47.4
- NC1=NCC(O)=C1c1nc2ccccc2[nH]1
→ 2.0, 3.4, -1.8, 2.3, -11.9, -1.2, 0.7, 0.2, -2.2, -6.9
- CN(c1cc(=O)n2ccccc2n1)C1CCCCC1
→ 11.2, -1.1, 0.8, -0.2, -24.3, -6.0, -6.3, 0.5, -1.7, -19.6
- Cc1cc(C)nc(SCC(=O)OCC(=O)Nc2nc3ccccc3s2)n1
→ 6.3, -0.2, 0.8, -5.0, -1.8, -0.4, 8.0, 0.6, -3.4, -1.6
- Cc1c(Cl)cccc1NC(=O)CCCCCN1C(=O)CCC1=O
→ 11.2, -4.4, -3.1, -0.4, 3.8, -1.5, 8.0, -0.4, -3.6, 1.6
- Nc1nc2ccc([N+](=O)[O-])cc2[nH]1
→ -17.8, -5.9, -2.2, 1.0, -1.0, -4.6, 14.8, 0.1, -0.7, 5.6
- O=C(CSCCO)Nc1ccc([N+](=O)[O-])cc1
→ 4.1, -0.5, 1.1, -2.7, 4.7, 1.9, -0.8, -0.8, 2.1, 5.3
- Cc1cc(C(=O)N2CC=C(c3ccccc3)CC2)c2ccccc2n1
→ 12.4, 0.6, 1.2, 7.0, -2.8, -2.3, -4.2, -0.3, 4.2, 1.3
- O=C(CSc1nnc(C2CC2)n1-c1ccccc1)N1CCNC1=O
→ -2.5, -0.6, -2.4, -4.2, -6.3, 2.0, -1.8, 0.3, -8.3, 4.9
- CCc1cccc(NC(=O)c2snc3c(=O)[nH]cnc23)c1
→ -8.0, 5.5, 19.4, -2.6, 1.0, -1.8, 13.8, 0.5, -2.5, 3.3
- Cc1c(NC(=S)N2CCN(c3ccc(F)cc3)CC2)c(=O)n(-c2ccccc2)n1C
→ -16.2, 2.1, -1.3, 3.5, -5.8, -4.0, -6.9, -0.3, 2.9, 2.3
- Cc1c(C)c(C)c(S(=O)(=O)NCCc2ccncc2)c(C)c1C
→ 9.3, -2.7, 0.3, 0.4, -0.3, -3.0, -4.4, 0.0, 1.2, -0.1
- CN(C)c1nc(Cl)nc(N(C#N)CCOc2ccccc2)n1
→ -8.9, 0.3, 2.8, -3.2, -0.8, -1.2, 6.4, -0.3, -1.3, 0.5
- O=C(NC1CC1)C1=C[C@H](c2ccc(C(F)(F)F)cc2)C[C@H](OCc2ccc(CO)cc2)O1
→ -3.7, -1.7, 9.2, -5.0, -0.4, 0.7, 10.3, 0.2, 0.3, 1.6
- CC1(OCON)CCCc2ccccc21 (configuration not stated)
→ 3.1, 3.9, 2.7, 3.3, -1.7, -0.8, 15.4, 0.7, 1.9, -3.1
